CDK5 inh = inhibitors of human CDK5/p35 kinase. Q00535+Q15078. Recombinant CDK5/p35, ADP-Glo luminescence, 60 min. inhibition, % at 10 µM. hit rate 0.01% among 330,000. AID 488839;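 active = highest replicate inhibition of at least 50% and at least 75% of replicates reaching 50%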;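 also: plate controls were DMSO neutral control for no effect and GW8510 at 10 µM for full effect; many of its hits are not listed in these tables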
Target sequence (Q00535 whole entry, looked up): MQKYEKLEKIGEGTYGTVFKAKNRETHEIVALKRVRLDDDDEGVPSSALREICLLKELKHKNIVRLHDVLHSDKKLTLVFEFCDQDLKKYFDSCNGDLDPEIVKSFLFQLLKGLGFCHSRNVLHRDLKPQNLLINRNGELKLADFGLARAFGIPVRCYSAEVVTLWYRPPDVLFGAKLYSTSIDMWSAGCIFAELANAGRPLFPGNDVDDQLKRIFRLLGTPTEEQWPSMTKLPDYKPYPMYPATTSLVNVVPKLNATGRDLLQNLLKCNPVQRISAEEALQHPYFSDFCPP
Target sequence (Q15078 whole entry, looked up): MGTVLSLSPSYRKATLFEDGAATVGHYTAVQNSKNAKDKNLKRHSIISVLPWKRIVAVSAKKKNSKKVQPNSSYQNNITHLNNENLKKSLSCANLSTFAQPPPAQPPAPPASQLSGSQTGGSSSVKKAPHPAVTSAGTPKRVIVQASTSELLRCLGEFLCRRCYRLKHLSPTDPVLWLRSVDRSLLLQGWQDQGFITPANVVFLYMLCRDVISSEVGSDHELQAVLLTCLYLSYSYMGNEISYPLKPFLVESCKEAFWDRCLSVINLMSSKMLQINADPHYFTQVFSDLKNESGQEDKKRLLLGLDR
Rtt109 Vps75 = blocks Candida albicans Rtt109/Vps75 acetyltransferase activity; Q5AAJ8; purified Rtt109/Vps75, ThioGlo CoA-SH fluorescence, 4 h; inhibition, % at 34.9 µM; hit rate 0.16% among 330,000; AID 540336;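 active = inhibition of at least 50% in every replicate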
Target sequence (Q5AAJ8 whole entry, looked up): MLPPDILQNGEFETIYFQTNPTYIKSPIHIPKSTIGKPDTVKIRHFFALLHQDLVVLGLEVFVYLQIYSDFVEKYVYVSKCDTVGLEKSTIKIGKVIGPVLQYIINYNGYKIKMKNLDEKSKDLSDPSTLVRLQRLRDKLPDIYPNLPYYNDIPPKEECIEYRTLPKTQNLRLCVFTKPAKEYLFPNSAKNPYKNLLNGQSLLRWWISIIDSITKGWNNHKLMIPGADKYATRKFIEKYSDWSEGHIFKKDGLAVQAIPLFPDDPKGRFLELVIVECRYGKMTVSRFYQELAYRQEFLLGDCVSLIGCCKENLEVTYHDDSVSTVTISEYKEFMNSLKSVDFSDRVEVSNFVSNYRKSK
CAL PDZ FP-1 = human CAL PDZ-peptide interaction inhibition. Q9HD26. purified CAL PDZ, TMR-peptide fluorescence polarization, 1 h. inhibition, % at 20 µM. hit rate 0.02% among 330,000. AID 504414;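 active = highest replicate inhibition of at least 40%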;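 also: plate controls were DMSO neutral control wells for no effect and unlabeled competitor peptide control wells for full effect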
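Material: tagged CAL PDZ domain; buffer or medium: 25 mM sodium phosphate pH 7.4, 150 mM NaCl, TCEP, IgG, Thesit; compound dosing: single point, 20 µM; schedule: 1 h incubation at room temperature before polarization reading; measured by: FP readout, S and P plane fluorescence; read-out basis: percent inhibition from loss of millipolarization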
dFosB act = activators of mouse delta FosB homodimer. P13346. purified delta FosB, TAMRA-CDK5 oligo fluorescence polarization; percent of positive-control signal above neutral wells. activation, % at 25 µM. hit rate 0.99% among 340,000;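 active = mean activation above about 17%, with every replicate also reaching it, limit read from the data, passing the limit was not always enough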;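 also: fluorescence polarization rise as delta FosB binds a TAMRA Cdk5 AP-1 oligo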
RTF Ca sens act = cardiac RTF calcium sensitization. IANBD-labeled TnC RTF fluorescence at EC20 calcium; 0% EC20 calcium, 100% full calcium. activation, % at 7.2 µM. hit rate 0.24% among 340,000. AID 493008;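 active = activation above the mean over all tested compounds plus 3 SD, cut at about 30% in these data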;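 also: rise in fluorescence read as greater calcium sensitivity of cardiac thin filaments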
MITF act = MITF TRPM1 promoter activation in melanoma cells; SK-MEL-5 TRPM1-promoter luciferase, 24 h; % of positive control, neutral wells = 0; activation, % at 12.5 µM; hit rate 0.75% among 300,000;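 active = mean activation of at least 80% with every replicate also reaching 80%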;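 also: 0% = neutral control wells and 100% = parthenolide positive control wells; values of inactives mirror those of a sister screen read the other way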
Wnt act = activates Wnt/beta-catenin signaling in a reporter cell assay | activator, plate reader | activation, % at 9.35 µM | hit rate 1.2% among 300,000; in the data active = activation above about 30%, passing the limit was not always enough;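 also: 0% = neutral control wells and 100% = positive control wells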
CAL PDZ FP-2 = inhibitors of human CAL PDZ peptide binding | Q9HD26 | purified CAL PDZ, TMR-peptide fluorescence polarization, 1 h | inhibition, % at 24.9 µM | hit rate 0.92% among 300,000 | AID 602252;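 active = mean inhibition of at least 30% with at least half of replicates also reaching 30%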;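 also: 0% = DMSO neutral control and 100% = excess unlabeled competitor peptide PRC23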
Tat transport = inhibitors of E. coli Tat protein transport; E. coli MC4100 TorA-mCherry Tat export, fluorescence; inhibition, % at 10 µM; hit rate 0.036% among 340,000;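 active = mean replicate inhibition at least 50% and at least half of replicates individually reaching 50%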;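 also: exported cargo escapes ClpAP degradation while cytoplasmic cargo is degraded and loses fluorescence; 0% = median of neutral control wells and 100% = median of NaSCN control wells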
V-ATPase pHluor = alters yeast V-ATPase proton transport. S. cerevisiae, pHLuorin cytosolic pH fluorescence. response, % at 10 µM. hit rate 0.37% among 350,000. AID 504577; in the data active = response mostly above about 7.3%, no sharp cut-off; inactive = mostly below about 5.4%; also: actives read high; inactives centre near 0; some compounds called inactive have numbers as strong as hits; reference of the scale not given here
* marks the source's active call; other numbers are inactive results.

Results for CC(/C=N/NC(=O)c1cccnc1)=C\c1ccco1 ?
CDK5 inh: -1.0; Rtt109 Vps75: 2.5; CAL PDZ FP-1: -2.6; dFosB act: -11.3; RTF Ca sens act: -1.4; MITF act: 31.0; Wnt act: 7.9; CAL PDZ FP-2: -1.7; Tat transport: 4.0; V-ATPase pHluor: 0.4

Results for O=C(O)CC(C(=O)Nc1ccc(Cl)cc1)N1CCCCCC1 (stereo unspecified) ?
CDK5 inh: 0.3; Rtt109 Vps75: -0.1; CAL PDZ FP-1: 1.2; dFosB act: -6.5; RTF Ca sens act: -1.3; Wnt act: -1.1; CAL PDZ FP-2: -3.4; Tat transport: -4.3; V-ATPase pHluor: -1.1

Results for Cc1n[nH]c(=O)n1-c1ccc(C(C)(C)C)cc1 ?
CDK5 inh: 2.0; Rtt109 Vps75: 0.9; CAL PDZ FP-1: -0.6; dFosB act: -3.3; RTF Ca sens act: 3.4; MITF act: -0.2; Wnt act: 21.7; Tat transport: 1.3; V-ATPase pHluor: 0.2

How did COc1ccc(S(=O)(=O)N(CC(=O)NCC2CCCO2)c2ccc(Cl)cc2)cc1 (stereo unspecified) do in these assays?
CDK5 inh: -0.3; Rtt109 Vps75: -5.1; CAL PDZ FP-1: -0.7; dFosB act: -7.4; RTF Ca sens act: 1.6; MITF act: 0.1; Wnt act: -1.1; CAL PDZ FP-2: 4.0; Tat transport: 8.6; V-ATPase pHluor: 1.2

Results for COC(C[C@@H]1O[C@H]1C(=O)[C@@H](C)OCc1ccccc1)OC ?
CDK5 inh: -1.5; Rtt109 Vps75: 7.3; CAL PDZ FP-1: 0.7; dFosB act: 3.4; RTF Ca sens act: 2.6; MITF act: -2.9; Wnt act: 16.1; CAL PDZ FP-2: -4.2; Tat transport: -5.2; V-ATPase pHluor: -1.0

How did NS(=O)(=O)c1ccc(CNC(=O)c2ccccc2SCC(=O)N2CCCC2)cc1 do in these assays?
CDK5 inh: 2.8; Rtt109 Vps75: 2.9; CAL PDZ FP-1: -2.6; dFosB act: -2.6; RTF Ca sens act: -1.2; MITF act: 14.7; Wnt act: -0.9; CAL PDZ FP-2: 1.7; Tat transport: 0.6; V-ATPase pHluor: -2.7

How did COCCNC(=O)c1ccc2c(c1)C(=O)c1ccccc1-2 do in these assays?
CDK5 inh: -0.8; Rtt109 Vps75: 1.5; CAL PDZ FP-1: -0.1; dFosB act: -2.1; RTF Ca sens act: -5.5; MITF act: 6.3; Wnt act: 3.6; CAL PDZ FP-2: -0.7; Tat transport: 3.0; V-ATPase pHluor: -1.9

Results for COc1ccc(C(=O)N=c2nc3ccccn3s2)cc1 ?
CDK5 inh: 0.9; Rtt109 Vps75: -5.5; CAL PDZ FP-1: -2.7; dFosB act: -5.1; RTF Ca sens act: -3.6; MITF act: -54.0; Wnt act: -8.3; CAL PDZ FP-2: 3.0; Tat transport: 20.1; V-ATPase pHluor: -0.3

Results for O=C(NC(=S)Nc1ccc(Oc2ccc(Cl)cc2)cc1)c1ccccc1 ?
CDK5 inh: -0.6; Rtt109 Vps75: -4.9; CAL PDZ FP-1: -0.3; dFosB act: 1.1; RTF Ca sens act: 1.4; MITF act: -1.3; CAL PDZ FP-2: -2.6; Tat transport: 0.9; V-ATPase pHluor: 0.6

Results for CCN(CC)C(=O)Cn1cc(C(=O)C(=O)N(CC)C2CCCCC2)c2ccccc21 ?
CDK5 inh: -3.7; Rtt109 Vps75: 4.6; CAL PDZ FP-1: -2.3; dFosB act: -11.9; RTF Ca sens act: -3.3; MITF act: -5.4; Wnt act: -0.6; CAL PDZ FP-2: -1.6; Tat transport: -6.2; V-ATPase pHluor: 0.4

How did Cc1ccc(-c2[nH]c3ccccc3c2C(C[N+](=O)[O-])c2ccco2)cc1 (stereo unspecified) do in these assays?
CDK5 inh: 0.4; Rtt109 Vps75: 9.5; CAL PDZ FP-1: 5.3; dFosB act: -4.6; RTF Ca sens act: 2.2; MITF act: -0.2; CAL PDZ FP-2: -3.2; Tat transport: 5.6; V-ATPase pHluor: 1.8

How did Cc1[nH][nH]c(=O)c1C(c1ccc(-c2cccc(Cl)c2)o1)c1c(C)[nH][nH]c1=O do in these assays?
CDK5 inh: -1.8; Rtt109 Vps75: -0.2; CAL PDZ FP-1: -2.0; dFosB act: -10.8; RTF Ca sens act: 4.8; MITF act: -7.0; CAL PDZ FP-2: -7.4; Tat transport: 0.7; V-ATPase pHluor: 3.2

How did CC1CC(NC(=O)/C(C#N)=C/c2ccc[nH]2)CC(C)(C)C1 (stereo unspecified) do in these assays?
CDK5 inh: -0.5; Rtt109 Vps75: -9.8; CAL PDZ FP-1: -0.6; dFosB act: 1.4; RTF Ca sens act: -3.5; Wnt act: -2.9; CAL PDZ FP-2: -6.4; Tat transport: 3.9; V-ATPase pHluor: -1.9

Results for CCN1CCN(Cc2ccc(NC(=O)Nc3ccccc3Cl)cc2)CC1 ?
CDK5 inh: 2.2; Rtt109 Vps75: 13.0; CAL PDZ FP-1: -1.2; dFosB act: -8.1; RTF Ca sens act: 3.5; MITF act: 55.4; Wnt act: 14.7; Tat transport: -1.3; V-ATPase pHluor: 0.6

Results for CCOC(=O)Cc1nn(CCc2ccccn2)c(=O)c2ccccc12 ?
CDK5 inh: 0.3; Rtt109 Vps75: -6.6; CAL PDZ FP-1: -0.4; dFosB act: -2.0; RTF Ca sens act: -3.7; MITF act: -3.5; Wnt act: -0.8; CAL PDZ FP-2: 3.9; Tat transport: 1.9; V-ATPase pHluor: -5.9

How did COc1ccc(-n2c(C)n[nH]c2=O)cc1 do in these assays?
CDK5 inh: -0.9; Rtt109 Vps75: -3.1; CAL PDZ FP-1: -0.7; dFosB act: -3.4; RTF Ca sens act: 2.8; MITF act: -2.1; Wnt act: -0.9; CAL PDZ FP-2: -1.5; Tat transport: -9.3; V-ATPase pHluor: -0.1

What do the screens show for `O=C(Nc1cccc2ccccc12)c1cccc(F)c1`?
CDK5 inh: -0.4; Rtt109 Vps75: -8.3; CAL PDZ FP-1: -0.4; dFosB act: -2.8; RTF Ca sens act: 1.4; MITF act: 7.5; Wnt act: 1.6; CAL PDZ FP-2: 2.8; Tat transport: 11.5; V-ATPase pHluor: -5.0

What do the screens show for `CCN(CC(=O)NC1CCS(=O)(=O)C1)S(=O)(=O)c1ccccc1Cl` (stereo unspecified)?
CDK5 inh: -0.8; Rtt109 Vps75: 4.8; CAL PDZ FP-1: -0.6; dFosB act: -2.3; RTF Ca sens act: 0.0; MITF act: -9.9; Wnt act: -3.5; CAL PDZ FP-2: -0.8; Tat transport: 1.9; V-ATPase pHluor: 1.1

What do the screens show for `COC(=O)c1cc(OC)c(OC)cc1NCC(=O)Nc1ccc(C)cc1`?
CDK5 inh: -2.3; Rtt109 Vps75: -5.7; CAL PDZ FP-1: -2.3; dFosB act: -8.8; RTF Ca sens act: -3.7; MITF act: -1.4; Wnt act: -1.1; CAL PDZ FP-2: -0.8; Tat transport: -5.4; V-ATPase pHluor: -4.2

What do the screens show for `CC1CCCC(C)N1CCNC(=O)CCn1nc(-c2ccccc2)ccc1=O` (stereo unspecified)?
CDK5 inh: -0.2; Rtt109 Vps75: 2.9; CAL PDZ FP-1: 0.7; dFosB act: 1.0; RTF Ca sens act: -1.4; MITF act: 4.8; Wnt act: -0.8; CAL PDZ FP-2: -1.2; Tat transport: -4.0; V-ATPase pHluor: -0.2

Results for COc1ccc(NC2c3ccccc3C(=O)N2c2ccccn2)cc1Cl (stereo unspecified) ?
CDK5 inh: 0.8; Rtt109 Vps75: -0.1; CAL PDZ FP-1: 0.1; dFosB act: -16.5; RTF Ca sens act: 3.8; MITF act: 27.6; Wnt act: -1.7; Tat transport: -2.4; V-ATPase pHluor: 6.6

Results for Cc1ccc(C(=O)Nc2ccc(S(=O)(=O)N3CCc4ccccc43)cc2)o1 ?
CDK5 inh: -1.3; Rtt109 Vps75: -18.9; CAL PDZ FP-1: -4.1; dFosB act: -17.5; RTF Ca sens act: 1.0; MITF act: -7.1; Wnt act: -13.7; Tat transport: 1.0; V-ATPase pHluor: -0.3

Results for CCC1(c2ccc(F)cc2)NC(=O)N(CC(=O)c2ccc[nH]2)C1=O (stereo unspecified) ?
CDK5 inh: -2.8; Rtt109 Vps75: 1.2; CAL PDZ FP-1: 0.3; dFosB act: -4.1; RTF Ca sens act: 4.3; MITF act: 4.2; Tat transport: -0.2; V-ATPase pHluor: -0.8

What do the screens show for `COC(=O)[C@]1(C)N[C@H](CN(C)C(=O)Nc2ccccc2)[C@@H]2C(=O)N(C)C(=O)[C@@H]21`?
CDK5 inh: 1.5; Rtt109 Vps75: 0.8; CAL PDZ FP-1: -3.2; dFosB act: -9.9; RTF Ca sens act: -6.9; MITF act: 0.0; Wnt act: 0.8; CAL PDZ FP-2: 0.3; Tat transport: -8.3; V-ATPase pHluor: 2.7

How did CC(C1CC1)N(Cc1ccccc1)C(=S)Nc1ccccc1Cl (stereo unspecified) do in these assays?
CDK5 inh: -1.4; Rtt109 Vps75: -2.1; CAL PDZ FP-1: -0.5; dFosB act: 0.7; RTF Ca sens act: 1.4; MITF act: -9.3; Wnt act: 0.5; CAL PDZ FP-2: 88.0*; Tat transport: -0.2; V-ATPase pHluor: -1.3

How did COC(=O)C1C2C=CC3(CN(Cc4ccco4)C(=O)C13)O2 (stereo unspecified) do in these assays?
CDK5 inh: 0.3; Rtt109 Vps75: 0.0; CAL PDZ FP-1: -0.9; dFosB act: 3.1; RTF Ca sens act: 0.8; MITF act: -7.9; CAL PDZ FP-2: -1.2; Tat transport: -3.8; V-ATPase pHluor: 3.6

Results for C=CCC[C@H](Cc1ccc(F)cc1)C(=O)OC[C@@H](C)NC(=O)[C@@H](CC=C)CC(=O)N[C@H](CO)Cc1ccccc1 ?
CDK5 inh: -0.2; Rtt109 Vps75: -3.2; CAL PDZ FP-1: 1.2; dFosB act: 4.1; RTF Ca sens act: 2.0; MITF act: -5.8; Wnt act: -6.7; CAL PDZ FP-2: 6.3; Tat transport: -4.2; V-ATPase pHluor: 1.0

How did COC(=O)c1ccc(COc2ccc(C(C)(C)C)cc2)o1 do in these assays?
CDK5 inh: -0.7; Rtt109 Vps75: -1.9; dFosB act: 2.1; RTF Ca sens act: -3.0; MITF act: 40.7; Wnt act: 21.1; CAL PDZ FP-2: -0.6; Tat transport: 13.1; V-ATPase pHluor: -1.7

What do the screens show for `COc1ccc(/C=C/C2=NN(C)C(=O)CC2)cc1`?
CDK5 inh: 2.5; Rtt109 Vps75: 3.6; CAL PDZ FP-1: -2.7; dFosB act: 5.5; RTF Ca sens act: 4.4; MITF act: 55.2; CAL PDZ FP-2: -0.2; Tat transport: -10.4; V-ATPase pHluor: -1.0

What do the screens show for `C=CCn1c(CCNC(=O)c2cccs2)nnc1SCC(=O)c1ccc(Br)cc1`?
CDK5 inh: -1.7; Rtt109 Vps75: -3.4; CAL PDZ FP-1: -1.0; dFosB act: -6.7; RTF Ca sens act: -2.6; MITF act: -4.7; Wnt act: -2.5; CAL PDZ FP-2: -0.6; Tat transport: 2.2; V-ATPase pHluor: 2.5

Screens from PubChem BioAssay.
